# TWEAK Fn14 block = blocks TWEAK-Fn14 interaction in a reporter cell assay | AID 1159606 | TWEAK-stimulated Fn14 reporter cells, luciferase luminescence, 8 h | 360,000 compounds, 2% hits | inhibition, % at 10 µM; in the data active = inhibition above about 50%
# NCOA2 inhibitor = inhibits human steroid receptor coactivator 2. inhibition, % at 9 µM. 370,000 compounds, 0.17% hits. Q15596. HEK293 GAL4-SRC2 luciferase reporter, luminescence. AID 651957;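 active = inhibition above the mean inhibition of all tested compounds plus 3 SD, set per campaign, cut at about 52% in these data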;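 also: 0% = DMSO treated cells and 100% = cells given Gossypol at 36 µM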
# NCOA1 inh = inhibits human SRC1 coactivator | Q15788 | HEK293 GAL4-SRC1 luciferase reporter, luminescence | inhibition, % at 3.6 µM | 360,000 compounds, 0.12% hits;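 active = inhibition above the campaign mean plus 3 SD, with each screening campaign given its own cutoff, cut at about 60% in these data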;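 also: 0% = DMSO treated cells and 100% = gossypol at 36 µM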
# TROY signal inh = TROY signaling inhibition; 360,000 compounds, 0.98% hits; Q293 LMP1-TROYcd NF-kB luciferase reporter, 4 h; inhibition, % at 10 µM;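 active = compounds whose plate-normalised and pattern-corrected inhibition of the luciferase reporter signal at the single screening dose is 50% or more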
# NOD2 RIPK2 PPI = inhibitors of human NOD2-RIPK2 interaction; O43353; CHO BLA complementation NOD2-RIPK2, CCF4 ratio; inhibition, % at 4.98 µM; 360,000 compounds, 0.38% hits; AID 624267; in the data active = inhibition above about 21%;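 also: 0% = vehicle only and 100% = reference blocker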
# Target sequence (O43353 whole entry, looked up): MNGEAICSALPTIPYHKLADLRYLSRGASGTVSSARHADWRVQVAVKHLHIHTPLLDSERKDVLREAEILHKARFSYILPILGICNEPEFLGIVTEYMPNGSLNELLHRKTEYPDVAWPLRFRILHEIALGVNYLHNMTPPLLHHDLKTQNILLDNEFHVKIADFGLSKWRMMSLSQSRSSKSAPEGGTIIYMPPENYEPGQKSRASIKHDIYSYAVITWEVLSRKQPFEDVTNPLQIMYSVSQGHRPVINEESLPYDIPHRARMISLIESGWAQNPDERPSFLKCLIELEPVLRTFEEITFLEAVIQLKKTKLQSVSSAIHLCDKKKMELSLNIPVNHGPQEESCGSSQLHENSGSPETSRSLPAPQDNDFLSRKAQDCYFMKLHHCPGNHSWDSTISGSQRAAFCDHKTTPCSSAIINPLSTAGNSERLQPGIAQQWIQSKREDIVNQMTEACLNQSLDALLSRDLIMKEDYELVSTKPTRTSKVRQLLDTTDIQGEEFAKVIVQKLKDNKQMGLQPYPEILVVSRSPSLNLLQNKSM
# COUP-TFII inh = inhibitors of human COUP-TFII (NR2F2). P24468. HEK293T NGFI-A luciferase reporter, luminescence. inhibition, % at 8.6 µM. 370,000 compounds, 0.7% hits. AID 686940;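 active = inhibition above a per-plate cutoff, mean inhibition of test wells between control levels plus 3 SD, cut at about 38% in these data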;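 also: cells cotransfected with COUP-TFII expression vector driving the NGFI-A reporter; 0% = median of COUP-TF2 test wells and 100% = reporter-only cells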
# Target sequence (P24468 whole entry, looked up): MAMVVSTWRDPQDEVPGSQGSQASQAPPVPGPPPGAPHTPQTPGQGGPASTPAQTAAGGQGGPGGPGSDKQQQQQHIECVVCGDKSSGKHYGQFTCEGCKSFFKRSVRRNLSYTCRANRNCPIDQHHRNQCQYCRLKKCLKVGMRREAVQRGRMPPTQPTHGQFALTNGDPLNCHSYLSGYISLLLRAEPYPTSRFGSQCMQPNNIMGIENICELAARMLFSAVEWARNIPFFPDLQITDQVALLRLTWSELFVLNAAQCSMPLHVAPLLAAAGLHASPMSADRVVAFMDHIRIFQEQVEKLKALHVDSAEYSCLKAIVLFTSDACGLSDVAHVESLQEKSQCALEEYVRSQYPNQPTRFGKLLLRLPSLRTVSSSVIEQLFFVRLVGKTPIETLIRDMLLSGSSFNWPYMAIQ
# LRH-1 inv ag = suppresses constitutive activity of human LRH-1. O00482. HEK293T StAR-luciferase reporter, LRH-1 transfected, 24 h. inhibition, % at 3.6 µM. 360,000 compounds, 0.13% hits. AID 602396;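 active = inhibition above the mean inhibition of all tested compounds plus 3 SD, cut at about 73% in these data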;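 also: 0% = DMSO wells and 100% = reporter-only cells lacking LRH-1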
# TLR9-MyD88 inh = blocks human TLR9 binding to MyD88. Q9NR96+Q99836. CHO BLA complementation TLR9-MyD88, CCF4 FRET ratio. inhibition, % at 4.98 µM. 340,000 compounds, 0.21% hits. AID 504734;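 active = inhibition above the mean over all tested compounds plus 3 SD, cut at about 21% in these data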;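 also: 0% = DMSO only wells and 100% = clavulanate BLA inhibitor control wells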
# SRC3 inh = inhibits human SRC3 coactivator. inhibition, % at 3.6 µM. 360,000 compounds, 0.17% hits. AID 588352. HEK293 GAL4-SRC3 luciferase reporter, luminescence. Q9Y6Q9;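 active = inhibition above a per-campaign cutoff, the mean of all compounds plus 3 SD, cut at about 60% in these data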;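 also: 0% = DMSO-treated cells and 100% = gossypol-treated cells at 36 µM; higher means less SRC3-driven luciferase light from the GAL4 reporter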
# ABHD5 PLIN5 PPI = blocks binding of human ABHD5 to perilipin-5; Split G. princeps luciferase complementation, luminescence, 4 h; inhibition, % at 4 µM; 360,000 compounds, 0.78% hits; Q00G26+Q8WTS1;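 active = inhibition above the mean inhibition across every tested compound plus 3 SD, cut at about 22% in these data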;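 also: 0% = DMSO only wells and the 100% control is not disclosed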
# Exocytosis inh = blocks lytic granule exocytosis; TALL-104 LAMP-1 surface exposure, flow cytometry; cells stimulated with thapsigargin and PMA; 360,000 compounds, 0.66% hits; inhibition, % at 10 µM;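 active = inhibition above about 55%, limit read from the data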
# The depositor's hits bear a star; . = no result given. Not all compounds are listed (hit frequency here may not be typical).
SMILES,TWEAK Fn14 block,NCOA2 inhibitor,NCOA1 inh,TROY signal inh,NOD2 RIPK2 PPI,COUP-TFII inh,LRH-1 inv ag,TLR9-MyD88 inh,SRC3 inh,ABHD5 PLIN5 PPI,Exocytosis inh
COc1ccc([C@H]2[C@H](C(=O)C(C)(C)C)N3N=Cc4ccccc4C3C23C(=O)OC(C)(C)OC3=O)cc1 (stereo not given in full),4.3,-8.1,-11.4,-11.4,-14.9,21.2,-8.4,0.7,0.9,-1.3,-3.1
CC[C@@]12C(=O)N(c3cccc(Br)c3)C(=O)N1[C@H](c1ccc(Cl)cc1)[C@@H]1C(=O)N(C3CCCCC3)C(=O)[C@@H]12,18.5,0.1,-6.2,2.1,3.6,12.2,-21.4,-3.7,3.0,-9.8,0.1
COC(=O)Cn1ccc(N(C)C)c(C#N)c1=O,-12.5,0.5,-16.2,-4.0,-3.4,7.3,-8.1,-3.7,16.8,5.5,2.4
COCCN1C[C@@H](CO)O[C@@H](n2cnc3c(NCC(C)C)ncnc32)C1,-39.8,12.0,-7.3,-1.9,-14.9,-8.4,-0.9,.,-2.6,2.1,0.6
COc1ccc(N2CCN(C(=O)CCc3ccccc3OC)CC2)cc1,14.8,-18.9,19.1,-10.0,-10.2,-1.5,-9.6,0.8,-1.7,-0.5,2.3
O=C(Nc1cc(Cl)cc(Cl)c1)c1cccnc1,8.8,-15.8,4.4,-4.9,-13.1,-16.5,-13.9,-2.5,0.1,2.5,-15.7
CCOC(=O)c1sc2ncnc(OC)c2c1C,-5.1,-3.2,-6.3,21.0,-3.3,-2.4,-1.0,-3.7,-8.6,3.9,-3.4
CCCCn1c(CN2CCN(C)CC2)nc2ccccc21,-0.8,-15.1,15.3,14.1,3.5,-6.4,-4.6,-7.7,-37.8,1.6,2.6
CCOC(=O)c1sc(SC)nc1N,9.8,-20.1,4.3,2.8,6.0,-14.3,-21.0,-0.2,10.8,-2.2,2.1
C[C@@]12CCC=C[C@H]1[C@H](c1ccc3ccccc3c1/C=C/c1ccccc1)N(Cc1ccccc1)C2=O,8.0,-29.5,-3.8,-17.1,0.4,11.8,1.4,-2.6,-6.6,-4.4,-2.8
Cc1nc2[nH]c(=S)[nH]c(=O)c2nc1C,2.0,1.8,-14.6,4.3,3.6,-1.3,2.5,1.6,-7.9,-9.9,-10.6
CCc1ccc(NC(=O)CNC(=O)c2nn(-c3ccc(OC)cc3)c(=O)c3ccccc23)cc1,31.1,15.5,3.4,3.3,-9.6,-8.9,1.7,-11.8,7.2,1.9,8.5
COc1cc(C)c(Cl)cc1S(=O)(=O)N1CCSC1,14.4,9.9,-2.6,5.8,-3.8,1.1,-5.6,2.3,9.2,-4.2,-5.6
CCCOc1ccc(Oc2ccc(S(=O)(=O)N3CCN(C)CC3)cn2)cc1,-0.2,11.6,-9.7,-6.9,-0.4,28.9,-2.0,1.7,8.7,-5.5,0.1
CCCNC(=S)N1CCN(CC)CC1,19.1,8.5,-24.8,13.9,-9.1,11.0,19.7,4.8,-5.1,2.0,0.7
COc1ccccc1-n1c(C)c(C(=O)O)c2cc(OC)c3ccccc3c21,7.7,8.6,16.9,7.0,0.7,1.9,2.8,-12.7,7.3,-14.2,12.7
O=C(CN1C(=O)/C(=C/c2ccccc2)SC1=S)Nc1ncc(Cc2ccccc2)s1,-11.9,-18.4,-10.4,-10.5,-0.2,-15.8,10.2,3.3,2.6,-14.4,0.0
Cn1nccc1C(=O)N1CCC(Cc2ccccc2)CC1,-5.2,10.8,17.4,19.8,-10.4,8.7,-21.2,-4.3,-7.0,6.4,1.6
CC1=NN(c2ccccc2)C(=O)/C1=C\c1cc(C)n(-c2cccnc2)c1C,-37.8,1.6,-58.9,-30.7,-3.6,2.3,9.3,3.6,9.5,6.2,4.5
COC(=O)c1sccc1NC(=O)Nc1ccccc1OC,5.4,-3.5,14.0,-11.3,-8.0,-12.8,17.5,-8.0,-5.1,-4.0,13.2
Cc1ccc(S(=O)(=O)N2CCCCC2)cc1NC(=O)CSc1nc(N)cc(=O)[nH]1,-1.8,13.4,7.8,-5.5,0.4,10.3,-5.5,-3.3,3.6,-10.6,-5.8
COc1ccccc1CNC(=O)CN(Cc1ccc(Cl)cc1)S(C)(=O)=O,-0.7,-1.4,-6.4,-32.9,-2.0,3.1,3.4,-8.6,0.2,-0.3,2.7
CSCCC(NC(=O)c1ccc(Cl)cc1Cl)C(=O)NNC(=O)c1ccncc1 (stereo not given),0.4,-13.9,-9.6,1.1,-4.6,-19.3,-20.3,-7.5,-1.7,4.3,0.0
COc1ccc(CNCCC2(Cc3ccccc3)CC(C)N(C)CC2C)cc1OC (stereo not given),-15.5,-0.1,-11.6,8.9,9.6,-11.8,0.3,12.3,-10.3,3.1,0.3
CCc1cc(C(c2ccc(F)cc2)N2CCOCC2)c(NC(=O)c2ccccc2)s1 (stereo not given),27.3,-10.5,-19.1,-30.5,9.5,-8.5,-5.5,3.4,-3.8,10.6,3.7
SMILES,TWEAK Fn14 block,NCOA2 inhibitor,NCOA1 inh,TROY signal inh,NOD2 RIPK2 PPI,COUP-TFII inh,LRH-1 inv ag,TLR9-MyD88 inh,SRC3 inh,ABHD5 PLIN5 PPI,Exocytosis inh
Cc1cc(C(=O)N2CCN(c3ccccc3)CC2)no1,3.0,.,7.3,-15.6,-3.2,.,18.1,5.8,5.5,13.2,-0.1
O=C(CSCc1ccc(Cl)cc1)Nc1ccc2c(c1)OCO2,-20.6,-1.7,0.2,-6.1,-0.7,-20.4,-12.5,-4.0,8.4,-7.5,-1.0
O=c1c2cc(F)ccc2sn1-c1ccccc1Cl,-5.4,-5.4,1.7,-3.4,-4.6,1.8,-12.5,0.2,-1.8,-7.8,63.5*
CCCCC1(CC)SCC(=O)NC1=O (stereo not given),0.8,-4.3,-15.7,-5.8,-1.7,-13.5,10.3,4.9,-2.1,1.6,-5.4
O=C(C1CCCN(Cc2ccccc2Cl)C1)N1CCCCC1 (stereo not given),15.1,10.7,12.3,0.3,-19.9,0.0,-4.3,-1.6,-10.2,5.1,-5.9
Cc1[nH]c(C)c(S(=O)(=O)N2CCN(c3ccc(Cl)cc3)CC2)c1C(=O)N1CCCC1,8.2,7.3,5.4,3.2,-0.4,-3.0,-15.7,2.7,8.6,2.9,-2.6
Cc1cccc(-n2nc([N+](=O)[O-])c(N3CCN(C(=O)c4ccco4)CC3)[n+]2[O-])c1,27.8,-0.9,-12.6,8.9,0.6,-14.5,6.8,-4.0,15.3,-0.2,-0.1
NC(=O)N/N=C/c1cc(Br)ccc1OCC(=O)NCc1ccccc1,-3.3,10.7,19.9,-11.3,-17.2,-14.2,9.8,-3.1,25.2,11.9,-1.7
O=C1CCC(C(=O)OCc2cc(=O)oc3ccc4ccccc4c23)=NN1,-22.3,-31.1,-16.4,-10.5,-18.2,-6.4,5.4,-2.2,8.2,-0.4,-2.5
Cc1ccc(S(=O)(=O)NCCNc2ccc([N+](=O)[O-])cc2)cc1,0.2,1.6,-20.8,5.2,-3.4,-14.7,-3.0,-8.6,-5.5,6.5,-0.1
Cn1c(CN2CCOCC2)nnc1SCc1ccccc1,-13.5,0.8,-2.8,-0.1,7.8,0.4,-6.5,5.7,7.7,-4.4,8.1
Cc1ccsc1/C=N/NC(=O)c1cccs1,-3.0,-32.7,-58.7,-11.0,1.6,-63.3,-88.9,-0.8,-41.8,3.6,19.8
O=C1c2ccccc2C(c2nnnn2Cc2ccccc2)N1Cc1cccnc1 (stereo not given),2.2,5.7,.,-11.5,4.3,9.4,23.9,.,.,-2.6,7.7
Cc1ccc([N+](=O)[O-])cc1NC(=O)CN(C1CCCCC1)S(=O)(=O)c1ccc(Cl)cc1,12.7,-16.4,3.5,-9.7,-0.4,-3.6,15.4,0.2,20.0,1.7,1.2
Nc1ccc(C(=O)N/N=C/c2cn(Cc3ccccc3)c3ccccc23)cc1,-4.7,-2.3,-7.2,15.9,-7.1,8.7,2.1,-22.7,9.1,-4.1,6.4
CC1(c2nnc(-c3cccc(Cl)c3)o2)CC(c2ccccc2)=NO1 (stereo not given),-4.7,-15.9,-11.3,-35.6,-4.5,-0.9,10.7,-6.1,-14.8,-2.1,14.8
O=C1C(=O)c2ccccc2C(O)=C1c1cccc([N+](=O)[O-])c1,-58.0,-9.6,1.0,-9.2,-0.6,-2.3,-0.8,.,-26.8,-4.1,3.6
COc1cc(C=O)ccc1OCCOCCOc1cc(C)ccc1Cl,-6.8,16.2,-2.4,2.1,-20.3,-4.0,37.5,11.7,17.5,-4.1,-0.9
CCn1c2ccccc2c2cc(/C=N/NC(=O)c3ccc(O)cc3)ccc21,16.2,-5.0,4.7,11.7,3.8,-20.3,2.9,10.9,12.4,-4.0,12.1
COc1ccc([C@H]2C[C@H](O)[C@@H](n3cc(COC(=O)c4ccccc4)nn3)CN2Cc2cccs2)cc1,16.9,-29.2,8.4,-8.8,7.1,-1.5,-3.4,-4.1,-4.7,-9.8,-4.2
CN(CCC#N)C(=S)NC(=O)c1ccc(S(=O)(=O)N2CCOCC2)cc1,-1.1,3.2,6.4,-2.1,-4.6,3.2,-3.2,9.6,15.3,-1.4,0.1
Cc1cccc(C(=O)NC(C)c2ccc(-n3ccnc3)cc2)c1C (stereo not given),1.9,26.8,12.0,-7.3,1.5,5.8,-10.1,-7.5,13.0,3.1,-2.6
CCCc1cc(C(=O)N2CCCC(N3CCN(c4ccccc4C)CC3)C2)n(C)n1 (stereo not given),8.7,-6.4,-12.2,9.4,-2.3,7.2,11.2,5.0,8.2,0.5,-0.4
CCN(C(=O)CN1CCC(C(=O)OC)CC1)c1c(N)n(Cc2ccccc2)c(=O)[nH]c1=O,1.4,22.3,-12.3,19.2,0.8,6.5,4.4,0.9,5.5,5.9,-2.2
COc1ccccc1/C=N/Nc1cc(C)nc(N2CCOCC2)n1,3.9,9.3,2.9,7.3,-6.8,-18.7,-16.8,-6.1,17.0,8.2,-4.4
SMILES,TWEAK Fn14 block,NCOA2 inhibitor,NCOA1 inh,TROY signal inh,NOD2 RIPK2 PPI,COUP-TFII inh,LRH-1 inv ag,TLR9-MyD88 inh,SRC3 inh,ABHD5 PLIN5 PPI,Exocytosis inh
O=C(NCc1ccc(C(F)(F)F)cc1)c1ccc2c(c1)S(=O)(=O)c1ccccc1C2=O,-45.8,0.1,-3.9,-4.4,1.2,-1.5,0.1,-2.1,-7.3,-1.2,-2.5
CO/N=C/C(=N\Nc1cc(OC)cc(OC)c1)C(=O)c1ccccc1,10.8,-3.9,11.6,-1.7,-6.5,6.2,50.1,-6.3,11.9,-1.9,0.4
CN(C)Cc1ccc(O)c(CCc2ccccc2)n1,-5.4,-12.7,-16.8,4.8,-5.1,-5.8,-3.4,-2.6,-0.8,1.0,-1.3
Cc1c(Cl)c(C(=O)N2CCCC2)nn1C,-1.8,-8.4,-6.6,-4.8,-8.0,-4.6,4.5,2.9,7.4,-4.3,-4.4
COc1cc(CNCCc2ccc(S(N)(=O)=O)cc2)ccc1OCc1ccc(Cl)cc1,-10.4,13.1,-2.1,-9.0,-4.7,-24.7,0.7,-3.4,-17.2,15.2,34.8
CCN(CC)C(=O)[C@H]1C[C@H](CC(=O)NCc2ccc(OC)c(OC)c2)C(=O)N2CCc3c([nH]c4cc(CCC(=O)N(C)C)ccc34)[C@]12C,-16.1,-3.0,6.3,-6.0,0.5,6.4,-29.7,-3.4,-5.3,6.1,1.9

# Assay outcomes: PubChem BioAssay, several laboratories
